# High-throughput results: PubChem, National Center for Advancing Translational Sciences (NCATS)
# PTHR1 ag = agonists of human PTHR1 parathyroid hormone receptor; HEK293 GP2 PTHR1 cells, GloSensor cAMP luminescence, 1 h; Potency, µM (series often up to 115 µM), for the others: at the highest dose activation, actives largely listed as activators; hit rate 0.075% among 410,000; AID 743266; note: potency is the fitted concentration of half-maximal effect; nearly all actives have a fitted effect of over 55% in size; some results filed as inactive show a strong effect at the top dose; inactives centre near -15; many of its hits are not listed in these tables
# Target sequence (Q03431 whole entry, looked up): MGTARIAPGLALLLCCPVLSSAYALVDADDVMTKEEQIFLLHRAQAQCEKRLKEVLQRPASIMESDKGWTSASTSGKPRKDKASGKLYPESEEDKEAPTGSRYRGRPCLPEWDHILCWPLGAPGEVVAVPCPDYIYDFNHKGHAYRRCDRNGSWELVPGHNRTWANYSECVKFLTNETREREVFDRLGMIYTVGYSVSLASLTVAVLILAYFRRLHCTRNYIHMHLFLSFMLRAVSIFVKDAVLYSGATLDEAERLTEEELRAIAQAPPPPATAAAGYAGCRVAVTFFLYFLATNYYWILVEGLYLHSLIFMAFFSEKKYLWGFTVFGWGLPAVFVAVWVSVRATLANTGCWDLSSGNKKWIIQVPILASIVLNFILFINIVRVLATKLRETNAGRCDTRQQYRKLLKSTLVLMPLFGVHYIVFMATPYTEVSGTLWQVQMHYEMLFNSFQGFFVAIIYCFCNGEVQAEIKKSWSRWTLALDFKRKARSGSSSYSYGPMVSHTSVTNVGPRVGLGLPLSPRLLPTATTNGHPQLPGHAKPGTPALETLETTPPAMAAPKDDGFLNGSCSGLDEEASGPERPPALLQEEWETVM
#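 HEK-293-derived GP2 cells expressing PTHR1 and a GloSensor cAMP reporter, 3,000/well, plated overnight, given luciferin plus IBMX (each 0.5 mM as added) for 1 h at 37 °C, then compound for 1 h at 37 °C. Luminescence was read after 15 min at room temperature.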
# GLP1R cytotox = cytotoxicity in counter-screen for GLP-1R inverse agonists; HEK293 cAMP-luciferase reporter cells, luminescence, 24 h; Potency, µM (top dose mostly 38.3 µM), for inactives: at the top dose activity change, negative = inhibition, most hits filed as inhibitors; hit rate 0.13% among 410,000; AID 624418;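 note: loss of luciferase light is scored as toxicity; potency is the fitted concentration of half-maximal effect; % is set by controls: 0 for no effect and ±100 for the full control effect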
#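 Cells in DMEM/10% Nu serum/1% pen-strep, 1536-well format. Pre-incubated 12 h, dosed with 23 nL compound, incubated a further 24 h. Luciferase detection, 12 min at room temp, luminescence.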
# pAkt inh = inhibitors of Akt phosphorylation. Neuro2A IGF-stimulated pAkt S473 HTRF, 20 min; stronger effect = lower value. activity change, % for hits at 50 µM. hit rate 0.32% among 360,000. AID 651550; in the data active = activity change below about -80%; inconclusive = mostly about -51% to -80%; note: % is set by controls: 0 for no effect and ±100 for the full control effect
#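 Neuro2A cells in DMEM with 0.5% FBS, overnight at 37 deg C, given compound at single 50 µM final, then IGF (6 nM final) for 20 min at 37 deg C. Lysed; phospho-Akt Ser473 by HTRF after 24 h, 665/615 ratio.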
# FUS suppressor = rescues growth of FUS-expressing yeast. Potency, µM (series often up to 76.6 µM), without a hit: top-dose growth rescue (activation), hits mostly activators. hit rate 0.24% among 390,000. S. cerevisiae FUS-expressing, growth rescue, OD600, 24 h;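 note: potency is the fitted concentration of half-maximal effect; plate controls were DMSO vehicle for no effect and reference control for full effect; nearly all actives have a fitted effect of over 55% in size; some results filed as inactive show a strong effect at the top dose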
#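 Restored growth of FUS-toxic S. cerevisiae, read as 600 nm absorbance after 24 h at 30C in galactose medium (starting OD 0.005). Controls CP55940 and DMSO.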
# aSyn rescue = inhibitors of alpha-synuclein toxicity in yeast; Potency, µM (doses to about 46.1 µM), for inactives: at the highest dose growth rescue (activation), usual class: activators; AID 652106; hit rate 0.14% among 370,000; Yeast expressing alpha-synuclein, growth rescue, BacTiter-Glo, 24 h; note: potency is the fitted concentration of half-maximal effect; % of control where 0% means no effect; nearly all actives have a fitted effect of over 65% in size
#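 Screening used galactose-induced yeast with toxic alpha-synuclein levels, exposed to compound for 24 hr at 30 deg C. Cell growth, read with BacTiter-Glo luminescence, gave the measured signal.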
# Mm-Cpn inhibitor = M. maripaludis TRiC chaperonin inhibition. Potency, µM (top dose mostly 76.9 µM), without a hit: at the highest dose activity, negative = inhibition, most hits filed as inhibitors. AID 504842. hit rate 0.031% among 330,000. purified Mm-Cpn ATPase, ADP Transcreener TR-FRET; note: potency is the fitted concentration of half-maximal effect; % is set by controls: 0 for no effect and ±100 for the full control effect; nearly all actives have a fitted effect of over 80% in size
#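 ATP (10 uM final) was added to archaeal chaperonin (25 nM final) after 10 min exposure to test compound at 37°C; after 30 min further incubation, ADP was detected by competitive TR-FRET.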
# TDP43 rescue = TDP-43 toxicity inhibition in yeast; TDP-43 expressing yeast growth rescue, BacTiter-Glo, 24 h; Potency, µM (top dose mostly 46.1 µM), for inactives: top-dose growth rescue (activation), actives largely listed as activators; hit rate 1.8% among 410,000; AID 652104; note: potency is the fitted concentration of half-maximal effect; % of control where 0% means no effect; nearly all actives have a fitted effect of over 50% in size
#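 Luminescence from BacTiter-Glo reports growth of TDP-43-expressing yeast after 24 hr at 30 deg C with compound. Cells were raffinose-pregrown to mid-log, then seeded in galactose medium at OD600=0.02.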
# GLP1R inv ag = inverse agonists of human GLP-1 receptor; P43220; HEK293 GLP-1R CRE-luciferase, luminescence, 24 h; GLP-1R form is constitutively active; Potency, µM (highest dose often 38.3 µM), without a hit: at the top dose activity change, negative = inhibition, most hits filed as inhibitors; hit rate 1.6% among 410,000; AID 624417; note: potency is the fitted concentration of half-maximal effect; % is set by controls: 0 for no effect and ±100 for the full control effect; nearly all actives have a fitted effect of over 55% in size
# Target sequence (P43220 whole entry, looked up): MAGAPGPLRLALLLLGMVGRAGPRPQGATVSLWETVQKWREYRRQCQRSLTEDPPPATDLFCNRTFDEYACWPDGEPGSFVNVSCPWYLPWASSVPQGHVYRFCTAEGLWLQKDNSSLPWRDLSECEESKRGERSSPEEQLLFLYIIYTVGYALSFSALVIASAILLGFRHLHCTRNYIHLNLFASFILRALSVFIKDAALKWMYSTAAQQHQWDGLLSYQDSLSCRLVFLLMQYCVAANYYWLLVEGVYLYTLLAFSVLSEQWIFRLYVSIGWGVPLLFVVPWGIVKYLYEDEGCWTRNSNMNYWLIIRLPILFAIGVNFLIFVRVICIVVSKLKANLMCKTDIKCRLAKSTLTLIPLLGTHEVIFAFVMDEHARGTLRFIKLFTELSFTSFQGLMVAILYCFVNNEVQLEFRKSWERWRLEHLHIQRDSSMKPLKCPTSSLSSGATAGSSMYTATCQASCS
#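 Stable HEK293 clone (constitutively active GLP-1R + cAMP-response luciferase); 200 cells/uL plated, 12 h pre-culture, compound 24 hr, 37 deg C/5% CO2; detection reagent 12 min RT; luminescence.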
# Abeta yeast res = restores growth of yeast expressing A-beta42 peptide | yeast expressing A-beta42, growth rescue, OD600, 48 h; response scale: 0% DMSO, 100% iron-clioquinol control | Potency, µM (doses to about 46.1 µM), for the others: at the highest dose growth rescue, most hits filed as activators | hit rate 0.063% among 410,000; note: potency is the fitted concentration of half-maximal effect; nearly all actives have a fitted effect of over 55% in size
#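 Growth rescue measured by 600 nm absorbance after 48 h yeast culture at 30 C with compound. Values normalized between DMSO and an equimolar ferric chloride plus clioquinol control.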
# An asterisk follows results filed as active; i = inactive; ? = inconclusive; · = not tested or not shown; [ ] = another dose, or the depositor's remark. Unless noted, calls come from the whole dose curve; as a rule, active = well fitted curve in the direction sought with a large enough effect; inconclusive = small, poorly fitted or top-dose-only effect, or another doubt; inactive = no such curve, though single readings can be large; an effect the other way counts as inactive or inconclusive. The list is partial. The share of hits here may be higher or lower than overall.
# A first look (five entries):
# The line under a structure holds: PTHR1 ag	GLP1R cytotox	pAkt inh	FUS suppressor	aSyn rescue	Mm-Cpn inhibitor	TDP43 rescue	GLP1R inv ag	Abeta yeast res
1) CCOC(=O)N1CCC(Nc2ncnc3c2cnn3-c2ccc(Cl)cc2)CC1
  0%	10%	i	·	-1%	1%	21%	-9%	26%
2) Cc1c(Cl)cccc1NC(=O)CN1C(=O)COc2ccc(S(=O)(=O)N3CCOCC3)cc21
  i	3%	·	0%	·	·	17%	-6%	3%
3) Cn1cc(S(=O)(=O)c2ccc(Cl)cc2)c(=O)c2cc(F)c(N3CCOCC3)cc21
  i	8%	·	-24%	·	·	20%	13%	-19%
4) Cc1cccc(NC(=O)CN2C(=O)CCSc3ccc(S(=O)(=O)N4CCOCC4)cc32)c1C
  i	-5%	i	17%	-2%	-1%	6%	-6%	10%
5) Cc1ccc(N=Nc2ccc(C)cc2NC(=O)Nc2ccccc2F)cc1
  -29%	-51%	i	-23%	6%	2%	8%	2%	6%

# This part in full, repeating the preview:
# The line under a structure holds: PTHR1 ag	GLP1R cytotox	pAkt inh	FUS suppressor	aSyn rescue	Mm-Cpn inhibitor	TDP43 rescue	GLP1R inv ag	Abeta yeast res
1) CCOC(=O)N1CCC(Nc2ncnc3c2cnn3-c2ccc(Cl)cc2)CC1
  0%	10%	i	·	-1%	1%	21%	-9%	26%
2) Cc1c(Cl)cccc1NC(=O)CN1C(=O)COc2ccc(S(=O)(=O)N3CCOCC3)cc21
  i	3%	·	0%	·	·	17%	-6%	3%
3) Cn1cc(S(=O)(=O)c2ccc(Cl)cc2)c(=O)c2cc(F)c(N3CCOCC3)cc21
  i	8%	·	-24%	·	·	20%	13%	-19%
4) Cc1cccc(NC(=O)CN2C(=O)CCSc3ccc(S(=O)(=O)N4CCOCC4)cc32)c1C
  i	-5%	i	17%	-2%	-1%	6%	-6%	10%
5) Cc1ccc(N=Nc2ccc(C)cc2NC(=O)Nc2ccccc2F)cc1
  -29%	-51%	i	-23%	6%	2%	8%	2%	6%
6) O=C(CNCc1ccccc1)Nc1ccccc1-c1ccccc1
  -2%	5%	i	5%	0%	1%	-1%	-7%	4%
7) CN(C)S(=O)(=O)c1ccc(C(=O)Nc2cccc(S(=O)(=O)NC3=NCCC3)c2)cc1
  i	-4%	i	-8%	-7%	0%	4%	4%	0%
8) Cc1sc(NC(=O)/C=C/c2ccc3c(c2)OCO3)nc1-c1ccccc1
  -53%[inhibitor]	-24%	i	·	1%	-2%	33%	?	9%
9) O=C(Nc1nc(-c2cccc(Br)c2)cs1)Oc1ccccc1
  -2%[57.5 µM]	-12%	i	-28%	-10%	-2%	-49%[inhibitor]	10%	-73%[inhibitor]
10) O=c1nc2s/c(=C\c3ccco3)c(=O)n2nc1Cc1ccccc1
  -14%[57.5 µM]	2%	i	7%	20%	0%	-9%	13%	-33%[inhibitor]
11) COc1ccccc1CNC(=O)C1CC(c2ccccc2F)=NO1 (stereo unspecified)
  -37%[inhibitor]	2%	i	5%	16%	0%	7%	-29%	-12%
12) COc1ccc(C(OC(=O)c2ccco2)C(=O)NCC2CCCO2)cc1 (stereo unspecified)
  i	-2%	i	-1%	1%	-15%	7%	18%	3%
13) Cc1ccc(CN2CCN(/N=C/c3cc(Br)ccc3F)CC2)cc1
  -42%[inhibitor]	-10%	i	-6%	0%	2%	18%	-29%	9%
14) Cc1nn2c3c(cnc2c1-c1ccccc1)C(=O)CC(c1ccccc1)C3 (stereo unspecified)
  -1%	-12%	i	-12%	0%	-3%	-5%	-6%	3%
15) Cc1ccc(NC(=O)CN(C)C(=O)c2ccc(S(=O)(=O)N(C)c3ccccc3)cc2)cc1
  -19%	-21%	i	16%	6%	-5%	·	?	11%
16) CCC(=O)NC(=S)Nc1ccc(NC(=O)c2ccco2)cc1
  -4%	1%	i	-1%	-5%	-1%	-12%	19%	1%
17) COc1ccc(Oc2ccc(C(F)(F)F)cc2N)cc1
  -58%[inhibitor]	1%	i	-25%	-9%	1%	11%	-10%	24%
18) CCNC(=S)N(CCc1c(C)[nH]c2ccc(Cl)cc12)Cc1cccnc1
  -10%	4%	i	20%	-4%	0%	-16%	?	-7%
19) CCC1(C)Cc2c(C#N)c(SC)nc(N3CCOCC3)c2CO1 (stereo unspecified)
  i	-4%	i	11%	8%	·	?	-11%	0%
20) C=CCn1c(CCNC(=O)c2cccs2)nnc1SCC(=O)c1ccc(Br)cc1
  i	12%	i	29%	10%	1%	14%	12%	24%
21) O=S(=O)(c1ccccc1)N1CCC(N2CCCCCC2)CC1
  i	3%	i	13%	2%	1%	1%	2%	-2%
22) Cc1ccccc1-c1csc(C(O)c2ccc(F)c(F)c2)n1 (stereo unspecified)
  4%	-14%	i	-5%	23%	·	-17%	?	16%
23) C=CCn1c(SCC(=O)c2ccc(O)c(O)c2)nnc1-c1cccc(Cl)c1
  -35%[inhibitor]	-13%	i	-5%	0%	-1%	5%	-4%	-3%
24) C[C@H](CO)N1C[C@H](C)[C@@H](CN(C)S(=O)(=O)c2ccccc2F)Oc2ncc(C#Cc3cccnc3)cc2C1=O
  -25%	2%	i	38%	10%	·	11%	18%	25%
25) Cc1ccc(CNC(=O)C2CCCN(S(=O)(=O)c3ccc(-n4cnnn4)cc3)C2)cc1 (stereo unspecified)
  -14%	1%	i	18%	-3%	-5%	-4%	11%	2%
26) NC[C@H](Cc1ccccc1)NCCc1cc(C(F)(F)F)cc(C(F)(F)F)c1
  i	-2%	i	1%	-8%	0%	21%	-17%	1%
27) Cc1ccc2c(COC(=O)CNC(=O)c3ccccc3)cc(=O)oc2c1
  i	-3%	i	·	8%	0%	-14%	4%	-5%
28) CCOC(=O)N1CCN(CC(=O)Nc2ccc(C)cc2)CC1
  -13%	2%	i	-3%	-4%	·	-24%	13%	10%
29) N#Cc1cc(C(=O)c2ccccc2O)cn(-c2ccc(Cl)cc2)c1=O
  -15%	3%	i	22%	1%	1%	1%	?	-16%
30) Cc1ccc(C(=O)CCC(=O)OC(C)C(=O)NC2CCCCC2C)cc1 (stereo unspecified)
  -49%[inhibitor]	18%	i	2%	-5%[1.84 µM]	-2%	-1%	10%	4%

# Profiles, quoted from the list. Order of values: PTHR1 ag | GLP1R cytotox | pAkt inh | FUS suppressor | aSyn rescue | Mm-Cpn inhibitor | TDP43 rescue | GLP1R inv ag | Abeta yeast res
# Cc1ccc(CNC(=O)C2CCCN(S(=O)(=O)c3ccc(-n4cnnn4)cc3)C2)cc1 (stereo unspecified) in the list: -14% | 1% | i | 18% | -3% | -5% | -4% | 11% | 2%
# O=S(=O)(c1ccccc1)N1CCC(N2CCCCCC2)CC1 in the list: i | 3% | i | 13% | 2% | 1% | 1% | 2% | -2%
# Cc1ccc(C(=O)CCC(=O)OC(C)C(=O)NC2CCCCC2C)cc1 (stereo unspecified) in the list: -49%[inhibitor] | 18% | i | 2% | -5%[1.84 µM] | -2% | -1% | 10% | 4%

# Following part.
# The line under a structure holds: PTHR1 ag	GLP1R cytotox	pAkt inh	FUS suppressor	aSyn rescue	Mm-Cpn inhibitor	TDP43 rescue	GLP1R inv ag	Abeta yeast res
31) N#Cc1ccc(CSc2nnc(-c3ccncc3)n2CCc2ccccc2)cc1
  -12%[57.5 µM]	?	i	15%	0%	0%	10%	-13%	0%
32) CCN(CC)C(=O)CCCSc1nnc(Nc2ccccc2F)s1
  -10%	-8%	i	19%	-1%	-2%	-11%	-18%	-5%
33) CC(C)Cn1cc(NC(=O)NCc2ccccc2Cl)c2ccccc2c1=O
  -3%	-5%	·	-3%	-2%	·	29%	1%	-12%
34) O=C(NC(Nc1ncc(S(=O)(=O)c2ccc([N+](=O)[O-])cc2)s1)(C(F)(F)F)C(F)(F)F)c1ccc(Cl)cc1
  -30%[inhibitor]	-21%	i	46%	-12%	2%	-1%	?	7%
35) Cc1nc(C)c(C(=O)OCC(=O)NCCc2ccc(S(N)(=O)=O)cc2)s1
  -24%	3%	i	0%	7%	-1%	12%	13%	1%
36) CCOC(=O)c1ccc2c(c1)N(C(CC)C(=O)Nc1ccccc1OC)C(=O)c1ccccc1S2 (stereo unspecified)
  -5%	-2%	·	?	1%	·	13%	?	-5%
37) CS(=O)(=O)Nc1ccccc1C(=O)NCC1(N2CCCCC2)CCCCC1
  -18%	-1%	i	16%	1%	-2%	-15%	14%	-4%
38) O=C(Nc1ccc([N+](=O)[O-])cc1)Nc1ccc(Cl)cc1F
  -22%	?	i	-7%	-8%	1%	-11%	?	-7%
39) Cc1ccc(NC(=O)CCNS(=O)(=O)c2cccc3nsnc23)cc1F
  -10%	2%	i	6%	-6%	-8%	-1%	-16%	2%
40) Cc1cc(OCC(=O)NCC(c2cccs2)N2CCOCC2)ccc1C(C)C (stereo unspecified)
  -23%	-7%	i	21%	2%	1%	1%	?	9%
41) CC(=O)Nc1ccc(NC(=O)CCCN2C(=O)C(c3ccccc3)Oc3cccnc32)cc1 (stereo unspecified)
  i	5%	i	-9%	-7%	·	-7%	117%[activator]	-6%
